# Tat export inh = blocks Tat-dependent protein export in E. coli. 0.036% of 340,000 active. E. coli MC4100 TorA-mCherry Tat export, fluorescence. AID 488895. inhibition, % at 10 µM;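 active = mean replicate inhibition at least 50% and at least half of replicates individually reaching 50%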;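 note: exported cargo escapes ClpAP degradation while cytoplasmic cargo is degraded and loses fluorescence; 0% = median of neutral control wells and 100% = median of NaSCN control wells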
# AddAB inh = less growth of phage-infected E. coli with AddAB; E. coli expressing H. pylori AddAB, absorbance growth; inhibition, % at 11.9 µM; 0.29% of 330,000 active; AID 435030; in the data active = inhibition above about 12%;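 note: 0% = vehicle wells of infected cells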
# OPRM1-OPRD1 ag = agonists of human mu-delta opioid receptor heterodimerization; cells, OPRM1-OPRD1 heterodimerization, luminescence; P35372+P41143; activation, % at 9.3 µM; 0.3% of 340,000 active; in the data active = activation above about 18%;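 note: 0% = vehicle-treated cells and 100% = reference agonist; values of inactives mirror those of a sister screen read the other way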
# Ecoli viability = counter-screen for AddAB inhibitors: E. coli growth inhibition. E. coli V3065 growth, OD600 absorbance, 18 h. 0.27% of 330,000 active. inhibition, % at 11.9 µM;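 active = inhibition above the campaign's mean inhibition across all tested compounds plus 3 SD, cut at about 9.9% in these data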;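 note: uninfected addAB+ strain grown without phage in ampicillin broth; 0% = DMSO wells and 100% = ciprofloxacin 0.95 µg/ml wells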
# DSG3 Ab inh = inhibitors of pemphigus antibody binding to human desmoglein-3 | 0.48% of 310,000 active | P32926 | DSG3-coupled beads, scFv-anti-DSG3-GFP binding, flow cytometry; active compounds read low | binding (percent of control), % at 10 µM | AID 588358;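 active = binding more than 3 SD below its plate's average and above zero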;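 note: hits lower antibody fragment binding to DSG3; some compounds called inactive have numbers as strong as hits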
# Target sequence (P32926 whole entry, looked up, the tested form may be a part): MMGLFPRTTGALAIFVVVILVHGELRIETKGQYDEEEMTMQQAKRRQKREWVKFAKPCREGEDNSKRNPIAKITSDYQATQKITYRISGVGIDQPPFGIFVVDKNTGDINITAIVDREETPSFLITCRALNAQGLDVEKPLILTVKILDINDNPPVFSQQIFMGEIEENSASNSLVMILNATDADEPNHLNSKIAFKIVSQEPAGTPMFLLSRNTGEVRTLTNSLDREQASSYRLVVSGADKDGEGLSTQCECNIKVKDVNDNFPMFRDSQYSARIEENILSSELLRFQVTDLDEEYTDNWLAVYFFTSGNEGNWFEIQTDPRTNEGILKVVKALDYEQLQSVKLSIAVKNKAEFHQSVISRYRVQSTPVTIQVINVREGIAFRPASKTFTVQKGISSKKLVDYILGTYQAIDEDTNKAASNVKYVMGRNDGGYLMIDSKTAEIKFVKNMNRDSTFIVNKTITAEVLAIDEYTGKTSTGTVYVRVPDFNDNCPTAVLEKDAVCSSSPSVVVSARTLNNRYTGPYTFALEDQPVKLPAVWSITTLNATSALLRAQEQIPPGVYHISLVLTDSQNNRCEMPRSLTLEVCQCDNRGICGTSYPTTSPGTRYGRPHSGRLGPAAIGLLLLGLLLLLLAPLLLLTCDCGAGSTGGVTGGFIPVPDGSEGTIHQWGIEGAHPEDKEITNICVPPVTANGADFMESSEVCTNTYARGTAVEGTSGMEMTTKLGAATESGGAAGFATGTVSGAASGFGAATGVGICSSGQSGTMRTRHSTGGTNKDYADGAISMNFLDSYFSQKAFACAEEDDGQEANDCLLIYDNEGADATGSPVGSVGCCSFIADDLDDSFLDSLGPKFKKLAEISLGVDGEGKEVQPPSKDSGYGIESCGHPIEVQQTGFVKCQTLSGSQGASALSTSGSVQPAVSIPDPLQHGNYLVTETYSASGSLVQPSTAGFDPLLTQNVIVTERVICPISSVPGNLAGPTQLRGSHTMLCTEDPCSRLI
# PKA-R1A act = activators of PKA-R1A complex | P00514+P68181 | activation, % at 11.4 µM | PKA-R1A dissociation, Cy5-IP20 fluorescence polarization; scaled: DMSO 0%, 113 µM cGMP 100% | 0.083% of 340,000 active;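 active = percent activation above the mean of all tested compounds plus 3 SD, cut at about 19% in these data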;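 note: higher means more PKAc released from R1A so a rise in polarization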
# PfHsp90 set2 = growth inhibition of yeast expressing Plasmodium Hsp90; S. cerevisiae expressing PfHsp90, BacTiter-Glo ATP, 48 h; yeast lacking PDR1 and PDR3 efflux regulators; inhibition, % at 9.4 µM; 0.32% of 310,000 active;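 active = every replicate shows inhibition above about 80%, whatever the replicate mean, limit read from the data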;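 note: 0% = DMSO neutral controls and 100% = 20 µM radicicol positive controls; yeast relying on Plasmodium falciparum Hsp90 in place of its own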
# phage Ecoli inh = E. coli growth loss with phage present; 0.26% of 360,000 active; growth absorbance; AID 651602; inhibition, % at 11.9 µM; in the data active = inhibition above about 11%
# Arr AP2 block = inhibitors of human beta-arrestin and AP2 interaction. FITC-arrestin peptide / GST-AP2 beads, flow cytometry; AP2 beta2 appendage carries R879A mutation. inhibition, % at 10 µM. 0.31% of 340,000 active;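 active = inhibition above a set limit, near 3 SD of compounds lacking own fluorescence, cut at about 54% in these data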;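 note: plate controls were DMSO wells for no effect and 5 µM unlabelled arrestin peptide for full effect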
#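 system = GST-tagged AP2 beta2-adaptin appendage (R879A) on 4 µm glutathione beads | reagent = FITC-labelled arrestin peptide probe, 50 nM final | schedule = compound with beads 12 min RT, then probe 1 h RT | signal = HyperCyt-sampled flow cytometry, FL1 channel, ex 488/em 535 nm | read-out = percent response from loss of bead-bound FITC fluorescence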
# SUMO Mot1 rescue = inhibitors of SUMOylation pathway: yeast Mot1-301 growth rescue | S. cerevisiae Mot1-301 growth rescue, ATP luminescence, 38.5C; percent above DMSO median, 100 means doubled | growth rescue, % at 18.8 µM | 1% of 320,000 active | AID 2716;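 active = every valid replicate shows activation above 250% relative to neutral control wells; inactive = the rest, any valid replicate at or below 250%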;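 note: OY570 slx delta 5 strain wells were the positive control but not used for scaling; some compounds called inactive have numbers as strong as hits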
# MOR-DOR inv ag = inverse agonists of human mu-delta opioid receptor heterodimerization | 0.21% of 340,000 active | cell-based MOR-DOR heterodimer luminescence, inverse agonism | inhibition, % at 9.3 µM; in the data active = inhibition above about 22%, passing the limit was not always enough;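 note: 0% = cells with DMSO and 100% = wells without cells with DMSO; values of inactives mirror those of a sister screen read the other way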
# * hit, by the source's call; i = inactive; · = not tested or not shown.
SMILES,Tat export inh,AddAB inh,OPRM1-OPRD1 ag,Ecoli viability,DSG3 Ab inh,PKA-R1A act,PfHsp90 set2,phage Ecoli inh,Arr AP2 block,SUMO Mot1 rescue,MOR-DOR inv ag
CCCCn1ccc(O)c(Cc2ccc(F)cc2)c1=O,0,4.8,-0.9,0.2,87,0,8,1.4,21,-4,5
O=C(NC(=S)Nc1cccc(Cl)c1)c1cncc(Br)c1,·,-0.3,·,-2.3,103,·,·,1.9,-12,4,·
COc1ccc(CNC(=S)Nc2ccc(F)c(Cl)c2)cc1,5,3.7,2.8,4.6,103,-10,-28,6.0,13,-12,-15
O=c1[nH]cnc2c1N1CCC2CC1,1,3.4,-2.1,0.2,84,-2,-42,-0.6,14,14,9
COc1cc(CC(=O)NCc2ccco2)cc(OC)c1OC,1,-0.7,-2.7,-1.6,100,-7,-33,1.1,0,-9,16
CS(=O)(=O)c1cccc(C(=O)Nc2cccc(S(=O)(=O)N3CCCC3)c2)c1,1,·,-0.7,·,108,9,·,2.5,0,·,4
Cc1c(Cl)c([N+](=O)[O-])nn1CC(=O)Nc1ccc2c(c1)OCO2,-3,2.2,-0.4,-0.3,·,6,10,1.6,5,265,2
CC(C)(C)c1ccc(N=C2SCC(=O)N2Cc2cccs2)cc1,1,5.5,-1.1,2.1,·,-4,-19,2.5,0,23,6
CCn1nc(C)c(/C=N/NC(=O)Cn2nnnc2N)c1C,·,0.2,·,2.4,100,·,·,3.1,-9,165,·
C=C(c1ccccc1C)[n+]1ccccc1,1,0.3,-3.8,-0.4,125,5,19,3.5,-10,8,19
COc1ccc(C(=O)NC(C(=O)N2CCc3ccccc32)C(C)C)cc1 (stereo not drawn),6,-0.3,-3.6,-0.6,83,7,-5,1.1,9,-3,18
COC(=O)C(c1cc(OC)c(O)c(OC)c1)(N1CCNC(C)C1)C(F)(F)F (stereo not drawn),-4,0.2,8.1,2.7,102,-1,-8,1.2,0,3,-43
Cc1nnc(SCC(=O)Nc2nsc(-c3ccccc3)n2)s1,0,2.8,-2.2,1.5,100,-14,3,0.5,7,10,12
O=C(CSc1nc2cc(Cl)ccc2s1)NCc1ccc2c(c1)OCO2,-9,3.5,-1.7,-0.1,99,-2,2,3.0,13,-5,8
COc1ccc(Oc2cc(F)nc(N)n2)cc1,13,1.6,0.4,0.0,107,2,18,0.8,28,-14,-2
O=C(/C=C/c1ccc(F)cc1)NCCCn1ccnc1,-11,0.2,-4.3,-1.9,96,-9,-4,0.9,-5,-6,19
CCOc1ccc(-c2cccc(NC(=O)COc3ccccc3)c2)nn1,-4,5.6,-1.4,3.7,108,9,-9,·,-31,61,7
COc1ccc(N(CC(=O)O)S(C)(=O)=O)cc1OC,1,0.0,1.5,-3.8,95,0,-21,3.0,26,9,-9
O=[N+]([O-])c1ccc(Sc2nccn2Cc2ccccc2)c([N+](=O)[O-])c1,6,1.9,5.8,0.5,122,3,-11,1.8,-4,35,-34
NC(=O)CSc1nc2scc(-c3ccc(Cl)cc3)c2c(=O)n1Cc1ccccc1,-8,0.3,4.2,-1.8,80,5,4,4.0,8,35,-28
O=C(Nc1ccc(Cl)cc1)c1cc2nc(-c3ccco3)cc(C(F)(F)F)n2n1,2,-0.5,-0.9,-0.7,104,-3,3,3.4,15,-14,5
Cc1ccc(CNC(=O)Cn2ncn3cccc3c2=O)cc1,-13,0.6,-0.5,-0.4,96,-1,1,1.8,12,-15,3
CCCCC(CCC(=O)O)(C(=O)OCC)c1csc(Nc2ccc(C)cc2)n1 (stereo not drawn),16,1.5,-0.3,-2.6,99,-10,-23,2.1,-10,-10,2
CCn1c(SCC(=O)Nc2ccccc2Cl)nnc1C1CC1,1,3.2,2.4,1.6,122,-4,-1,3.2,4,524,-20
CCCc1nnc(NC(=O)C2CC(=O)N(CCc3ccc(F)cc3)C2)s1 (stereo not drawn),10,2.9,-2.6,0.4,109,-6,-5,2.1,3,-1,14
CCCCn1nc(C(=O)O)ccc1=O,2,1.1,-1.6,-1.0,·,1,6,-1.2,9,22,10
CCc1nnc2sc(-c3ccc(NC(=O)c4ccc5c(c4)OCCO5)cc3)nn12,1,3.2,2.1,-0.7,96,11,-11,0.9,-6,-2,-11
O=C(Nc1nc2ccccc2s1)c1c(F)cccc1Cl,-6,5.2,-2.0,1.2,108,-8,-42,-2.3,4,2,10
Cn1cnnc1SCc1ccc(C(=O)N/N=C(\CCC(=O)O)c2ccc(C(C)(C)C)cc2)cc1,0,2.9,-2.0,-0.8,121,-7,3,3.1,-3,-5,11
O=C(Nc1nccs1)C1CC=CCC1 (stereo not drawn),-2,0.1,-1.6,0.0,100,-8,-21,0.2,5,0,10
Cc1ccc(SCc2cn3ccccc3n2)cc1,11,2.3,-2.7,3.0,108,0,-15,5.2,-7,8,14
O=C(Nc1cccc(Cl)c1)NC1CCS(=O)(=O)C1 (stereo not drawn),-2,2.4,-2.1,-2.0,90,-3,11,1.5,-2,-5,11
C=CCN1C(=O)C2(OCCCO2)c2cc(C)ccc21,4,1.3,-1.4,0.3,111,-4,5,0.9,15,-6,7
CC(C)COP(=O)(c1ccc(N(C)C)cc1)C(O)c1ccc(Br)cc1 (stereo not drawn),-9,3.0,0.6,1.2,95,-10,3,-0.2,7,2,-3
CCOC(=O)c1c(CSc2ccccc2)n(C)c2ccc(O)c(CN3CCN(C)CC3)c12,3,1.8,0.7,1.3,101,-8,8,1.9,2,-9,-4
COc1ccc(CCNC(=O)COc2ccc(C)nc2[N+](=O)[O-])cc1OC,-2,-0.7,-0.8,1.5,97,-2,3,2.5,12,2,4
CCCCc1ccc(NS(=O)(=O)c2c(C)n(C)c(=O)n(C)c2=O)cc1,-8,0.8,-1.8,-0.7,96,-18,19,2.5,1,21,10
Cc1ccccc1Nc1nc(N)nc(CSc2nc3ccccc3s2)n1,0,1.2,-0.3,-0.6,97,-1,-2,3.2,-9,4,2
O=C(O)CN1CCCC1=Nc1ccccc1,4,-1.8,-0.2,-2.6,92,-1,·,-0.7,-8,-8,1
CN(C)C(=O)Cn1cc(S(=O)(=O)Cc2ccccc2)c2ccccc21,-5,2.9,-1.2,0.3,·,1,4,3.0,-1,84,6
O=C(N/N=C/c1ccco1)c1ccc(N2CCCC2=O)cc1,10,3.7,-2.3,0.6,99,-1,-13,2.4,-3,0,10
CC(C)(C)NS(=O)(=O)c1ccc(CCC(=O)NCc2cccnc2)cc1,-4,0.8,-1.0,0.7,98,3,-14,0.1,-43,-4,5
Cc1noc(C)c1NC(=O)NCCN1CCN(Cc2ccccc2)CC1,10,2.7,-3.5,1.7,·,-6,4,2.3,-7,2,17
Cc1nn(C)c(C)c1NC(=O)c1ccnn1C,3,0.6,-2.2,-3.0,·,5,4,0.5,8,-7,9
COc1cc(C(=O)Nc2ccc3nc4n(c(=O)c3c2)CCCCC4)cc(OC)c1OC,-3,0.7,-2.4,-1.3,97,-3,-2,0.8,-1,6,13
CCN(C(=O)CSc1ncn[nH]1)C1CCCCC1,0,1.4,-3.3,2.6,101,-2,·,0.7,4,-5,17
O=C(CCCc1nc(-c2ccccc2Cl)no1)NC1CCCCC1,-4,1.1,-1.1,-1.7,·,-4,-22,0.9,-7,-22,4
CCOC(=O)C1CC(=O)c2ccccc2C1c1ccccc1 (stereo not drawn),4,·,-2.6,·,·,-3,-6,3.3,3,·,13
O=C(Cn1nnc(-c2cccc(C(F)(F)F)c2)n1)N1CCOCC1,0,0.7,-1.1,-0.9,87,8,6,2.8,-3,·,6
COc1ccc(CNC(=O)CN(C(=O)c2csnn2)c2ccc3c(c2)OCCO3)cc1,-7,2.0,-1.4,-0.8,105,6,-3,0.5,-3,62,8
CCCS(=O)(=O)N1CCN(C(=O)c2cccs2)CC1,-2,0.8,1.3,2.4,100,2,20,1.4,4,52,-8
O=C(c1ccc(F)cc1)N1CCN(C2CCCCC2)CC1,-8,·,-3.0,·,111,1,5,-2.4,16,-5,15
CCn1cnc2c(Nc3cc(F)cc(F)c3)nc(C#N)nc21,-3,-1.9,5.5,-2.0,112,-18,-1,3.0,7,4,-32
C(=C\c1ccccc1)/C=N/N1CCN(Cc2ccccc2)CC1,2,5.5,6.3,-0.6,98,-3,6,2.6,-6,21,-36
O=C(COc1ccc(/C=N/NC(=O)CSCc2ccc([N+](=O)[O-])cc2)cc1)NCc1ccco1,0,3.2,-1.4,-1.9,122,6,6,3.6,43,-3,8
COc1ccc(CNCc2ccc([N+](=O)[O-])cc2)cc1OC,-7,0.4,-2.8,-0.3,111,-2,-14,1.0,4,2,15
C=CCN(C(C(=O)OC)C(C)C)S(=O)(=O)CCNCc1ccccc1 (stereo not drawn),-7,·,-1.8,·,102,-3,10,1.2,31,·,10
COc1ccc(S(=O)(=O)N2CCN(C)CC2)cc1NC(=O)c1ccccc1F,-9,3.3,-0.8,-2.0,108,5,6,-1.4,21,46,4
O=C(O)c1ccc2c(=O)n3c(nc2c1)/C(=C/c1cccc(O)c1)CC3,-4,-0.1,-1.7,-1.3,92,5,4,0.5,1,16,9
Cc1ccc(S(=O)(=O)n2nccc2-c2c(-c3ccc(Cl)cc3)noc2C)cc1,4,1.8,·,2.0,95,·,-37,3.2,29,-11,·
# Next section:
SMILES,Tat export inh,AddAB inh,OPRM1-OPRD1 ag,Ecoli viability,DSG3 Ab inh,PKA-R1A act,PfHsp90 set2,phage Ecoli inh,Arr AP2 block,SUMO Mot1 rescue,MOR-DOR inv ag
COc1ccc(S(=O)(=O)N2CCCC2CNC(=O)C(=O)Nc2ccc(C)cc2)cc1 (stereo not drawn),18,-3.9,-0.4,-0.3,104,1,·,2.0,10,-17,2
O=C(Nc1ccccc1)c1ccccc1CSc1ccccc1,4,0.6,6.6,-0.7,107,3,-19,1.6,-2,0,-36
O=C(NCc1cccnc1)/C(=C\c1ccc(-c2ccc(Cl)c(Cl)c2)o1)S(=O)(=O)c1ccccc1,9,2.4,-1.9,-0.3,128,-12,-25,3.4,1,19,10
O=c1c2ccccc2[nH]c(=S)n1Cc1cccs1,-4,1.5,-1.1,1.4,84,-5,-7,2.1,-8,4,7
CC(=O)c1c(OC(=O)c2ccco2)c2ccccc2n1C,-6,-1.1,-0.6,0.6,96,3,2,2.0,63*,132,3
Cc1cccc(C)c1OCC(=O)NCc1nnc(SCC(=O)NC2CCCCC2)n1C,-7,1.3,-1.3,-0.9,103,-4,11,4.6,2,i,6
CC1CC(C)CN(C(=O)COC(=O)c2ccc([N+](=O)[O-])o2)C1 (stereo not drawn),-2,-1.3,2.4,0.3,105,7,-34,2.2,-1,1,-10

# Screens: PubChem, several laboratories

# The order is random; any-hit rate near 2.8%.
